Assay outcomes from PubChem BioAssay.
PERK inhibitor – inhibitors of human PERK kinase. inhibition, % at 5.6 µM. AID 1416. Q9NZJ5. 0.17% of 220,000 active. CHO PERK-DD fusion, SEAP luminescence translation reporter;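 active means inhibition above the mean inhibition of all tested compounds plus 3 SD, set separately per screening campaign, cut at about 2.9% in these data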;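 further: PERK kinase domain activated by AP20187 dimerizer at 100 nM; 0% = DMSO with dimerizer and 100% = rapamycin at 8.4 µM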
KLK5 inh – blocks human kallikrein 5 protease activity; recombinant hK5, fluorogenic AMC substrate cleavage; inhibition, % at 5 µM; 0.59% of 210,000 active; Q9Y337;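 active means inhibition of 40% or more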;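 further: 0% = enzyme controls without compound and 100% = no-enzyme blanks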
Target sequence (Q9Y337 67-293 limits assumed): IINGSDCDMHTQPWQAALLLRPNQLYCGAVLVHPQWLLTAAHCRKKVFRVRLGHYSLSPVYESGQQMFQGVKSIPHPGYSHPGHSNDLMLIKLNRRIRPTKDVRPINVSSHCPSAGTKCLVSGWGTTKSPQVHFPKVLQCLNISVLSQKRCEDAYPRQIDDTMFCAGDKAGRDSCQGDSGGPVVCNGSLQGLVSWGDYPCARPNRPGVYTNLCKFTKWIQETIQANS
KCC2 mod – KCC2 (human) Cl- transport modulation. 2.2% of 190,000 active. AID 1456. KCC2 cells, thallium flux FluoZin-2 fluorescence. B-score of Tl+ flux slope (higher = more flux/activation; lower = inhibition) at 10 µM. Q9H2X9;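 active means thallium flux slope and its plate-corrected score both differing from the plate sample mean at a set confidence after two filtering rounds, in either direction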;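 further: slope of fluorescence scaled to starting intensity during 10 to 20 s after thallium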
Furin inhibitor – blocks human furin protease activity. 0.061% of 220,000 active. purified furin, fluorogenic substrate cleavage. inhibition, % at 30 µM. P09958; in the data active means inhibition above about 25%; further: inactives centre near -15
Thrombin inh – blocks human thrombin protease activity | 0.26% of 220,000 active | inhibition, % at 5 µM | alpha-thrombin, Boc-VPR-AMC fluorogenic substrate cleavage | P00734 | AID 1046;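 active means inhibition at or above 40%; inactive means inhibition below 40%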;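 further: 0% = enzyme with no compound and 100% = wells without enzyme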
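Assay system: human alpha-thrombin enzyme. Reagent: Boc-VPR-AMC substrate, 15 µM final. Compound dosing: one concentration per compound, 5 µM, with 0.2% DMSO. Incubation: room-temperature reaction. Technique: AMC fluorescence, 355/460 nm. Measure: % inhibition relative to enzyme controls and enzyme-free blanks.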
Wee1 degr inh – human Wee1 degradation inhibition, primary screen. P30291. HeLa Luc-Wee1K328M stability, luciferase luminescence; 100% = proteasome inhibitor MG132 effect. reporter increase, % at 5 µM. 1.2% of 220,000 active. AID 1321;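 active means activation above the mean of all tested compounds plus 3 SD, set per screening run, cut at about 8.8% in these data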;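 further: cells exposed to compound for 20 h before luminescence read; 0% = DMSO alone and 100% = MG132 at 30 µM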
Target sequence (P30291 whole entry K328M): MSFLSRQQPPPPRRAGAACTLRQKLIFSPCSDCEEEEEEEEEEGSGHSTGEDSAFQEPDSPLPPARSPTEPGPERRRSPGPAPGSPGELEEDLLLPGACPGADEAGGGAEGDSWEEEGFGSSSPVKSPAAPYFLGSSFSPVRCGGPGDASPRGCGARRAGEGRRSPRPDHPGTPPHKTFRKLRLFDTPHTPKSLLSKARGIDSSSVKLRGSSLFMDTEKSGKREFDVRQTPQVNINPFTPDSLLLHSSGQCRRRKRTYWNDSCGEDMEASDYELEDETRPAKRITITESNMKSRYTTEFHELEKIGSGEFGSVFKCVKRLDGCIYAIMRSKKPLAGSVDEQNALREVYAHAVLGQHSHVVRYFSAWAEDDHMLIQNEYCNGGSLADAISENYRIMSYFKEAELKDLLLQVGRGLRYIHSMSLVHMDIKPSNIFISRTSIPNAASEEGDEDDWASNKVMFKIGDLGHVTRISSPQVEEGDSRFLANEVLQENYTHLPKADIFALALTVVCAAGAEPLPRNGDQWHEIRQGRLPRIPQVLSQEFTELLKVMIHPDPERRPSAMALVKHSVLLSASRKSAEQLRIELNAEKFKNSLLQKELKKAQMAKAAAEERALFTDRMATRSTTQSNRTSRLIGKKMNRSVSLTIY
FXIa inh – inhibitors of human coagulation factor XIa. P03951. purified FXIa, Boc-Glu-Ala-Arg-AMC fluorogenic substrate. inhibition, % at 5 µM. 0.14% of 220,000 active;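 active means inhibition of at least 40%; inactive means inhibition below 40%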;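 further: fluorescence of freed AMC excited at 355 nm; 0% = enzyme without compound and 100% = no enzyme blank; many of its hits are not listed in these tables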
p97 inhibitor – inhibitors of human p97 ATPase | P55072 | recombinant p97 ATPase, Kinase-Glo ATP luminescence, 3 h | inhibition, % at 8 µM | 0.42% of 220,000 active; in the data active means inhibition above about 15%;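 further: 0% = DMSO vehicle and 100% = wells lacking enzyme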
FXIIa inh 1536 – factor XIIa (human) inhibition | P00748 | purified FXIIa, Boc-QGR-AMC fluorogenic substrate, 2 h | inhibition, % at 5 µM | 0.3% of 220,000 active; in the data active means inhibition above about 40%;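 further: 0% = enzyme with no compound and 100% = blank without enzyme; many of its hits are not listed in these tables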
* hit, by the source's call; . = not tested or not shown; [ ] = dose if it differs, or a comment.

#	mol	PERK inhibitor	KLK5 inh	KCC2 mod	Furin inhibitor	Thrombin inh
1	C/C(=N/O)c1ccc(N2C(=O)C3C4C=CC(C3C2=O)C2C3C(=O)N(c5ccc(/C(C)=N/O)cc5)C(=O)C3C42)cc1 (stereo unspecified)	1.5	-5	0.26	-21	-4
2	Cc1c(C(C)C)c(=O)n(-c2ccc(S(=O)(=O)N3CCOCC3)cc2)n1C	-0.8	0	-0.83	-13	-7
3	COC(OC)c1ccnc(-c2ccc(OC(C)=O)cc2)n1	1.5	6	1.4	-34	-9
4	O=C(O/N=C\c1ccc(N2CCOCC2)c([N+](=O)[O-])c1)c1ccc(F)cc1	0.5	4	-0.32	-13[20 µM]	-6
5	COc1ccccc1NC(=O)c1ccc(NC(=O)COC(=O)CC(NC(=O)c2ccccc2Cl)c2ccccc2)cc1 (stereo unspecified)	-0.6	-30	-1	-30	-6
6	Cc1nc(/C=C/c2ccccc2)cc(/C=C/c2ccccc2)n1	0.4	-23	0.19	-6[20 µM]	-4
7	O=C(CCCc1nc2ccccc2s1)NCc1cccnc1	-0.3	9	0.11	-16	21
8	COc1ccc(C2C(C(=O)Nc3cccnc3)=C(C)Nc3nc(-c4ccco4)nn32)cc1 (stereo unspecified)	-0.1	-2	-0.23	-40	-3

#	Wee1 degr inh	FXIa inh	p97 inhibitor	FXIIa inh 1536
1	2	-2	4	2
2	-2	-2	3	3
3	0	13	5	10
4	-1	-5	2	17
5	0	4	2	3
6	0	6	-8	13
7	-2	3	-5	14
8	-1	0	0	9

Additional records follow.
#	mol	PERK inhibitor	KLK5 inh	KCC2 mod	Furin inhibitor	Thrombin inh
9	CC(C)CC(=O)Nc1ccc2c(c1)OCO2	1.3	1	-1	-27	-2
10	O=C(CN1C(=O)C2C3C=CC(C3)C2C1=O)NCc1ccc2c(c1)OCO2 (stereo unspecified)	0.4	-10	0.027	27*[20 µM]	1
11	N#Cc1nc(-c2ccccc2F)oc1NC1CCCCC1	0.5	-1	.	-28	-8
12	c1ccc(N/N=C(\Cc2ncc[nH]2)c2ccccc2)cc1	-0.5	-13	0.89	-23	2
13	COc1ccc(C2C(C(=O)Nc3ccc(OC)c(OC)c3)c3ccccc3C(=O)N2C)cc1 (stereo unspecified)	-0.3	-2	-0.056	-15	-1
14	Cc1ccc(-c2nc3cccnc3s2)cc1NS(=O)(=O)c1ccc2c(c1)OCCO2	-1.3	-15	-0.37	-37	-2
15	COc1cc(N/C=C2\CC(=O)NC(C)=C2C#N)cc(OC)c1OC	0.3	-18	0.38	-24	6
16	O=C(C1CCCO1)N1CCN(C(=S)Nc2cccc(Cl)c2)CC1 (stereo unspecified)	0.9	-24	0.55	-16	-6

#	Wee1 degr inh	FXIa inh	p97 inhibitor	FXIIa inh 1536
9	-2	0	3	6
10	0	-6	4	-7
11	3	-3	-5	1
12	0	0	1	2
13	-1	-1	3	7
14	0	5	4	7
15	-2	1	4	9
16	0	2	-5	4

More records:
#	mol	PERK inhibitor	KLK5 inh	KCC2 mod	Furin inhibitor	Thrombin inh
17	COc1ccc2oc(=O)c(C(=O)O)cc2c1	1.0	-6	.	-9[20 µM]	-5
18	O=C(COC(=O)CCc1nc2ccccc2c(=O)[nH]1)Nc1ccccc1Cl	1.3	1	0.14	-21	-1
19	O=C(CSCc1ccccc1Cl)NNC(=O)c1ccccc1	0.9	29	-0.73	-24	7
20	CC(=O)c1c(C)[nH]c(C(=O)N2CCN(c3cc(Cl)ccc3C)CC2)c1C	-0.7	-4	.	-19[20 µM]	-2
21	O=C(CO/N=C/c1cccc([N+](=O)[O-])c1)Nc1ccc2ccccc2c1	-1.1	-22	.	-11[20 µM]	5
22	COCCCn1c(SCC(=O)O)nc2cc(OC)c(OC)cc2c1=N	2.0	-3	-1.6	-8	5
23	CCOc1cc(/C=N/NC(=O)Cc2ccc(C(F)(F)F)cc2[N+](=O)[O-])ccc1O	0.4	-10	-0.069	-12	-1
24	CCN(CC)C(=O)C(C)N(C#N)c1nc(NC(C)C)nc(NC(C)C)n1 (stereo unspecified)	0.3	-4	.	-6[20 µM]	-7

#	Wee1 degr inh	FXIa inh	p97 inhibitor	FXIIa inh 1536
17	-2	5	-3	8
18	2	1	10	7
19	0	10	9	21
20	6	-4	4	3
21	1	2	-6	13
22	1	0	1	6
23	-1	6	3	12
24	1	-9	3	0

Remaining list, next part:
#	mol	PERK inhibitor	KLK5 inh	KCC2 mod	Furin inhibitor	Thrombin inh
25	COCCCNC(=O)CCn1c(=O)c2ccccc2n(CC(=O)Nc2c(C)cccc2C)c1=O	1.4	-24	.	-30	-15
26	CCOC(=O)C1CCCN(C(=O)CN(c2ccc(OC)cc2)S(=O)(=O)c2c(C)noc2C)C1 (stereo unspecified)	-0.6	-2	1.1	-10	-1
27	Oc1[nH]c2ccccc2c1C=NCC1CCCO1 (stereo unspecified)	-0.1	-4	.	-6	4
28	O=S(=O)(c1ccc(Cl)cc1)N1CCN(S(=O)(=O)N2CCCCCC2)CC1	0.2	3	0.66	-18	0
29	Cc1oc(-c2cc(Cl)cc(Cl)c2)cc1C(=O)NCCc1ccccc1	1.6	-12	-1.1	-16	-7
30	CC(=O)c1ccc(NC(=O)C2(c3ccccc3)CC2(Cl)Cl)cc1 (stereo unspecified)	-0.5	-8	0.13	-9	-7
31	O=C(CCCc1cccs1)Nc1nccs1	1.2	17	0.26	-13	0
32	Cc1onc(-c2ccccc2Cl)c1C(=O)OCN1C(=O)c2ccccc2C1=O	-0.3	4	-1.1	-6	4

#	Wee1 degr inh	FXIa inh	p97 inhibitor	FXIIa inh 1536
25	-3	-5	1	-14
26	3	1	-4	10
27	-2	9	-5	17
28	-3	-5	0	10
29	1	11	4	16
30	2	5	6	6
31	-3	7	2	8
32	-1	16	-7	18

Part of the list above in order of heavy-atom count, lowest first:
#	mol	PERK inhibitor	KLK5 inh	KCC2 mod	Furin inhibitor	Thrombin inh
9	CC(C)CC(=O)Nc1ccc2c(c1)OCO2	1.3	1	-1	-27	-2
27	Oc1[nH]c2ccccc2c1C=NCC1CCCO1 (stereo unspecified)	-0.1	-4	.	-6	4
3	COC(OC)c1ccnc(-c2ccc(OC(C)=O)cc2)n1	1.5	6	1.4	-34	-9
19	O=C(CSCc1ccccc1Cl)NNC(=O)c1ccccc1	0.9	29	-0.73	-24	7
30	CC(=O)c1ccc(NC(=O)C2(c3ccccc3)CC2(Cl)Cl)cc1 (stereo unspecified)	-0.5	-8	0.13	-9	-7
15	COc1cc(N/C=C2\CC(=O)NC(C)=C2C#N)cc(OC)c1OC	0.3	-18	0.38	-24	6
29	Cc1oc(-c2cc(Cl)cc(Cl)c2)cc1C(=O)NCCc1ccccc1	1.6	-12	-1.1	-16	-7
2	Cc1c(C(C)C)c(=O)n(-c2ccc(S(=O)(=O)N3CCOCC3)cc2)n1C	-0.8	0	-0.83	-13	-7
18	O=C(COC(=O)CCc1nc2ccccc2c(=O)[nH]1)Nc1ccccc1Cl	1.3	1	0.14	-21	-1
23	CCOc1cc(/C=N/NC(=O)Cc2ccc(C(F)(F)F)cc2[N+](=O)[O-])ccc1O	0.4	-10	-0.069	-12	-1

#	Wee1 degr inh	FXIa inh	p97 inhibitor	FXIIa inh 1536
9	-2	0	3	6
27	-2	9	-5	17
3	0	13	5	10
19	0	10	9	21
30	2	5	6	6
15	-2	1	4	9
29	1	11	4	16
2	-2	-2	3	3
18	2	1	10	7
23	-1	6	3	12

#	mol	PERK inhibitor	KLK5 inh	KCC2 mod	Furin inhibitor	Thrombin inh
14	Cc1ccc(-c2nc3cccnc3s2)cc1NS(=O)(=O)c1ccc2c(c1)OCCO2	-1.3	-15	-0.37	-37	-2
8	COc1ccc(C2C(C(=O)Nc3cccnc3)=C(C)Nc3nc(-c4ccco4)nn32)cc1 (stereo unspecified)	-0.1	-2	-0.23	-40	-3
25	COCCCNC(=O)CCn1c(=O)c2ccccc2n(CC(=O)Nc2c(C)cccc2C)c1=O	1.4	-24	.	-30	-15
1	C/C(=N/O)c1ccc(N2C(=O)C3C4C=CC(C3C2=O)C2C3C(=O)N(c5ccc(/C(C)=N/O)cc5)C(=O)C3C42)cc1 (stereo unspecified)	1.5	-5	0.26	-21	-4

#	Wee1 degr inh	FXIa inh	p97 inhibitor	FXIIa inh 1536
14	0	5	4	7
8	-1	0	0	9
25	-3	-5	1	-14
1	2	-2	4	2

Returning to the listing, repeating the two entries before the break.
#	mol	PERK inhibitor	KLK5 inh	KCC2 mod	Furin inhibitor	Thrombin inh
31	O=C(CCCc1cccs1)Nc1nccs1	1.2	17	0.26	-13	0
32	Cc1onc(-c2ccccc2Cl)c1C(=O)OCN1C(=O)c2ccccc2C1=O	-0.3	4	-1.1	-6	4
33	COc1ccccc1Cn1c(/C=C/c2ccccc2)nc2ccccc21	-0.8	-1	-0.038	-16	-9
34	CN(C)S(=O)(=O)c1ccc(C(=O)N(c2ccccn2)c2ccccn2)cc1	-0.7	4	0.67	-3[20 µM]	-1
35	O=C(NC1CCCCC1)NC1CC2CCC(C1)N2C(=O)NCc1ccccc1 (stereo unspecified)	-0.1	-3	.	-9[20 µM]	0
36	COc1ccc(C2(C(N)=O)CCCCC2)cc1OC	0.3	-23	0.65	-5	-2
37	Cc1cc([N+](=O)[O-])cc2c1NC(=O)C2(O)N1CCOCC1 (stereo unspecified)	0.8	-10	-0.15	-18	4
38	CCCOc1ccc(N2C(=O)CC(N3CCC(c4nc5ccccc5o4)CC3)C2=O)cc1 (stereo unspecified)	2.1	-11	-0.18	-13	-2
39	O=c1ccc(=O)n2n1CC(O)C2	2.0	2	0.9	-22	-5
40	COc1ccc(CN(Cc2cc3cccc(C)c3[nH]c2=O)C(=O)N(C)C)cc1	-0.2	-13	-0.18	-17	4

#	Wee1 degr inh	FXIa inh	p97 inhibitor	FXIIa inh 1536
31	-3	7	2	8
32	-1	16	-7	18
33	3	18	1	14
34	-2	6	-1	3
35	5	3	-3	14
36	5	0	2	11
37	-3	-3	4	5
38	-2	-1	0	1
39	-3	-5	7	8
40	1	4	0	10

Other structures:
#	mol	PERK inhibitor	KLK5 inh	KCC2 mod	Furin inhibitor	Thrombin inh
41	COc1cc(NC(=O)c2cccc(C)c2)c(OC)cc1NC(=O)CN1CCOCC1	0.3	0	1.2	-20	-3
42	Cc1c(C=O)cnn1CCC(=O)O	0.0	.	-0.32	-24[20 µM]	.
43	CC(C)C(c1nnnn1C1CCCCC1)N1CCN(c2ncccn2)CC1 (stereo unspecified)	1.2	-17	1.6	-24	0
44	CSCC[C@H](NC(=O)NCc1cccs1)C(=O)O	-0.1	-13	.	-14	0
45	Cc1ccc(C(C(=O)NCc2ccco2)N(CCc2ccccc2)C(=O)Cn2nnc3ccccc32)o1 (stereo unspecified)	-1.4	5	-0.52	-11	-2
46	Cc1cc(NCc2ccccc2)nc2ccccc12	-0.9	-7	-0.13	-7[20 µM]	0
47	CC1CCCC(C)N1C(=O)COc1ccc(F)cc1 (stereo unspecified)	-0.7	5	0.39	5	-1
48	CC(C)(C)c1ccc(CSc2nnc(-c3ccccc3NC(=O)c3ccccc3)o2)cc1	0.4	-14	-0.98	-8	-13

#	Wee1 degr inh	FXIa inh	p97 inhibitor	FXIIa inh 1536
41	-3	26	1	6
42	1	.	3	.
43	-2	-14	3	5
44	-2	-3	3	2
45	-2	-4	-1	8
46	2	7	1	10
47	-2	-4	-9	0
48	-1	-5	-1	8

This is a random part of the collection. About 4.4% of those tested had a hit in this group.
